MEP2-GFP yeast = modulators of MEP2-GFP levels in yeast, primary screen, S. cerevisiae, multiplex flow cytometry, MLPCN library; S. cerevisiae MEP2-GFP strain, 3 h; 100% = DMSO control level; GFP response vs DMSO, % at 10 µM; actives 0.51% (n = 330,000); AID 2016, 2009;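 active means GFP response versus DMSO above a set limit, roughly screen mean plus 3 SD, cut at about 180% in these data; inconclusive means fewer than 70 cells counted for a yeast strain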;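 further: median GFP fluorescence of the barcode-gated MEP2-GFP cells per well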
VLA-4 inh = inhibition in human VLA-4 binding assay, primary screen, VLA-4 allosteric modulator project, MLPCN library, flow cytometry, VLA-4 expressing cells | Integrin alpha-4 (Homo sapiens), P13612 | ligand binding flow cytometry | actives 0.2% (n = 330,000) | AID 2557, 2010 | inhibition, % (about 7 µM as worked out from the volumes in the protocol); in the data active means inhibition above about 50%
AGP1-GFP MLPCN = modulators of AGP1-GFP expression in yeast TOR pathway, primary screen, cell-based, multiplex flow cytometry, S. cerevisiae, MLPCN library; AID 2066, 2009; GFP response vs DMSO, % at 10 µM; 3 h; GFP as percent of DMSO wells; actives 0.02% (n = 320,000);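 active means GFP response relative to DMSO above a set limit, near screen average plus 3 SD, cut at about 150% in these data; inconclusive means fewer than 70 cells counted for the yeast strain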;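 further: median GFP channel fluorescence of the gated AGP1 strain per well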
GRK2 aptamer HTS = compounds blocking aptamer binding on GRK2 – biochemical, human GRK2, bead flow cytometry, HTS, primary screen; Beta-adrenergic receptor kinase 1 (Homo sapiens), P25098; FAM-aptamer displacement from GRK2; inhibition of aptamer binding, % at 10 µM; actives 0.59% (n = 330,000); AID 488847, 2010;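 active means inhibition of aptamer binding above 40%, roughly 3 SD of noise, on plates passing a quality check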;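 further: median bead fluorescence of bound FAM aptamer so fluorescent compounds give negative values; no value below 0 was filed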
Target sequence (P25098 whole entry, looked up): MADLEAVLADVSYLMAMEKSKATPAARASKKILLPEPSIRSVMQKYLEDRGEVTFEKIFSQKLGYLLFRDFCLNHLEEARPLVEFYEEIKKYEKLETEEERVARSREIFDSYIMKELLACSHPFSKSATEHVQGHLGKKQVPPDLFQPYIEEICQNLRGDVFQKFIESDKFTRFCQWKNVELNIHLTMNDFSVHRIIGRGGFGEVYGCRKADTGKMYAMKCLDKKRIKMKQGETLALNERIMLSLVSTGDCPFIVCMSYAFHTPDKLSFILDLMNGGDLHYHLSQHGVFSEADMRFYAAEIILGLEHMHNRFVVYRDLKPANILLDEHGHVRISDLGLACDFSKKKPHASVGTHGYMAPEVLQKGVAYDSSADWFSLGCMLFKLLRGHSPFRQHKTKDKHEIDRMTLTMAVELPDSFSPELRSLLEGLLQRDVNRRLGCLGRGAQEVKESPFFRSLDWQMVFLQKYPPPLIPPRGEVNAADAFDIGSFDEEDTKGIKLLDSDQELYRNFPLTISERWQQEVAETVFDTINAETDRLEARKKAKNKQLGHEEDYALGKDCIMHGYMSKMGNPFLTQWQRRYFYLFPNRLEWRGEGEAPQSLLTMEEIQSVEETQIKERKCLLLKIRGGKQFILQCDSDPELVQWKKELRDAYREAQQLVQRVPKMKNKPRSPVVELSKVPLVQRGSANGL
RPL19A-GFP yeast = RPL19A-GFP expression modulators in yeast, primary screen, cell-based, S. cerevisiae, multiplex flow cytometry, MLPCN; S. cerevisiae RPL19A-GFP strain, 3 h; stronger effect = lower value; percent response vs DMSO, % at 10 µM; actives 0.3% (n = 330,000); AID 2025, 2009;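 active means percent response vs DMSO below 50%; inconclusive means fewer than 70 events counted for the yeast strain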;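 further: median channel GFP fluorescence of the barcoded RPL19A-GFP strain; ratio of sample median GFP to plate DMSO average so 100% = DMSO; lower means less RPL19A-GFP as with rapamycin TOR inhibition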
LAP4 TOR yeast = modulators of LAP4-GFP expression in yeast, primary screen, S. cerevisiae, multiplex flow cytometry, MLPCN library. AID 2023, 2009. GFP response vs DMSO, % at 10 µM. 3 h; median GFP as percent of DMSO wells. actives 0.34% (n = 320,000);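 active means GFP response vs DMSO above a set limit, about the screen mean plus 3 SD, cut at about 150% in these data; inconclusive means under 70 cell events counted for the yeast strain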
CIT2 TOR yeast = modulators of CIT2-GFP expression in yeast, primary screen, S. cerevisiae, GFP fusion, multiplex flow cytometry, MLPCN library; AID 2029, 2009; S. cerevisiae CIT2-GFP strain, 3 h; 100 means same as DMSO wells; actives 0.065% (n = 320,000); GFP response vs DMSO, % at 10 µM;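 active means GFP response relative to DMSO above a set limit, near the screen mean plus 3 SD, cut at about 150% in these data; inconclusive means Fewer than 70 cells measured for a yeast strain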;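 further: ratio of well median GFP fluorescence to mean of DMSO wells on the plate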
GASC-1 inh = inhibitors of GASC-1 histone demethylase, primary screen, biochemical, fluorescence, DELFIA europium; GST-JMJD2C(1-420) H3K9me3 demethylation; Lysine-specific demethylase 4C (Homo sapiens), Q9H3R0; actives 0.069% (n = 330,000); inhibition, % at 2.35 µM;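 active means more than half of a compound's replicate wells show inhibition beyond 50%, single wells judged on their own value; inconclusive means some, but no more than half, of replicates pass 50% inhibition; inactive means no replicate passes 50% inhibition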;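 further: signal counts dimethyl H3K9 product captured on neutravidin plate; 0% = median of DMSO wells and 100% = 0.3 times that DMSO median; strong numbers were not always called active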
* = called active by the depositor; ? = inconclusive; . = no result given; & = joins results of further samples; [ ] = another dose, or the depositor's remark.

SMILES	MEP2-GFP yeast	VLA-4 inh	AGP1-GFP MLPCN	GRK2 aptamer HTS	RPL19A-GFP yeast	LAP4 TOR yeast	CIT2 TOR yeast	GASC-1 inh
COc1ccc(N(C(=O)Cn2nnc(-c3ccc(C)o3)n2)C(C(=O)NC2CCCC2)c2ccncc2)cc1 (stereo not drawn)	109	3	100	1	104	97	102	-176
CC(NC(=O)c1cccs1)c1ccc2c(c1)OCO2 (stereo not drawn)	96	2	104	1	100	100	100	-6
CC(Oc1cccc(Cl)c1)C(=O)Nc1ccc(S(=O)(=O)NC2=NCCCCC2)cc1 (stereo not drawn)	95	4	99	2	92	100	86	-3
CC(/C=N/NC(=O)c1cc(C(C)(C)C)[nH]n1)=C\c1ccccc1	110	0	108	1	102	108	108	3
Cc1cc(C)c(C(=O)OCC(=O)NC(=O)c2ccccc2)c(C)c1	96	1	105	2	101	103	99	-4
C=CCn1c(SCC(=O)c2cccs2)nnc1-c1cccc(OC)c1	105	14	103	5	101	107	101	-1
COC(=O)CSc1cc([N+](=O)[O-])ccc1NC(=O)OC	86	-17	87	1	99	98	91	-11
CC(=O)Nc1ccc(C(=O)CSc2nccc(=O)[nH]2)cc1	103	4	99	3	99	103	101	3
Cc1ccc(C(=O)Nc2ncnc3sc4c(c23)CCCCC4)cc1	100	9	106	3	104	104	106	5
CCC1C(=O)CC(c2ccccc2)NC1c1ccccc1 (stereo not drawn)	100	17	94	0	96	90	92	0
CCc1nnc(NC(=O)CN2CCN(Cc3cccc(F)c3)CC2)s1	111	3	116	0	112	112	114	1
CCc1cc(C(=O)Nc2cc(S(=O)(=O)N(CC)CC)ccc2N2CCOCC2)sc1C	102	29	105	0	99	127	90	-5
O=C(CSc1ncnc2ccccc12)Nc1ccc2c(c1)OCCO2	99	3	106	0	96	117	97	-4
COCCCNC(=O)CSC1=Nc2ccccc2C2=NC(CC(=O)NCc3ccccc3)C(=O)N12 (stereo not drawn)	103	2	101	2	99	103	96	-3
COc1cc(-c2c(C#N)c(N)nc3c2c(C)nn3-c2ccc(C)c(C)c2)cc(OC)c1OC	117	4	24	0	82	93	100	-10
COc1ccc2[nH]c(O)c(NC(C)=O)c2c1	99	-7	98	0	99	94	99	-23
Cc1ccc(-c2nnn(CC(=O)NCCC3=CCCCC3)n2)cc1	92	-3	90	0	92	86	90	.
Cc1ccccc1Cc1c(C)nc2nc(SCC(=O)NCCCN3CCCC3)nn2c1C	103	-10	103	0	101	99	108	18
CN(Cc1ccccc1)C(=O)CSc1nc2c(c(C(F)(F)F)n1)CCc1ccccc1-2	105	5	101	0	101	107	96	35
O=C(O)c1cccc(S(=O)(=O)Nc2ccc3oc(=O)sc3c2)c1	101	6	102	2	102	110	104	-3
COc1ccc(CCNC(=O)COC(=O)C2CC2C)cc1OC (stereo not drawn)	95	2	99	0	99	105	97	7
CCOC(=O)Cn1c(=NC(=O)c2sc3ccccc3c2Cl)sc2cc(S(N)(=O)=O)ccc21	104	26	101	0	102	98	102	4
Cc1ccc(C(C(=O)NC2CCCCC2)N(CC2CCCO2)C(=O)CNC(=O)c2ccco2)cc1 (stereo not drawn)	110	2	102	0	104	102	98	-12&-5
CCCCCCN=C1CC(C)(C)CC(=O)/C1=C(/O)CCC	100	20	116	0	93	114	99	-14
COc1cc2c(cc1OC)C(c1ccccc1)CC2=O (stereo not drawn)	95	0	104	0	96	108	93	-8
O=C(/C=C/Nc1ccc(S(=O)(=O)Nc2cnc3ccccc3n2)cc1)c1ccccc1	106	2	98	5	95	109	92	-2
O=C(NCc1ccco1)c1ccccc1Br	104	6	100	2	106	104	107	-3
COc1cc2nc(CN3CCN(S(=O)(=O)c4ccc(Cl)cc4)CC3)[nH]c(=O)c2cc1OC	107	-4	116	0	96	103	117	-2
Cc1cc(C(=O)Nc2ccc(S(=O)(=O)N3CCCC3)cc2)cs1	102	7	104	1	98	103	105	0
Nc1ccc2c(c1)C(=O)c1ccccc1C2=O	100	-15	105	1	94	93	114	6
Oc1ccc(N2CCN(C(c3cccnc3)c3nnnn3Cc3ccccc3)CC2)cc1 (stereo not drawn)	104	6	105	0	102	98	103	-1&-4
O=C(NCCNC(=O)c1ccccc1O)c1ccccc1O	106	-69	95	.	109	91	100	-10
COc1ccc(C2(C(=O)c3ccccc3)C(=O)c3ccccc3C2=O)cc1	92	1	101	4	98	109	95	37
O=S(=O)(NCc1ccco1)c1cccc(S(=O)(=O)N2CCOCC2)c1	98	-3	99	2	100	101	96	15
CCOC(=O)c1sc(NC(=O)CSc2nnc(C(C)C)n2CC)nc1C	112	8	105	0	107	111	105	-73
CCCCCCC1NC(C(=O)O)CS1 (stereo not drawn)	112	-6	106	0	101	100	108	23
COCCOC(=O)c1c(C)oc2ccc(NS(=O)(=O)c3ccccc3)cc12	96	13	94	0	95	95	102	4
C#CCOCCOCCOCCNc1nc(N2CCN(C(=O)CCCCCCCCCCNC(=O)[C@H](CCC(=O)O)n3cc(CCCCCN)nn3)CC2)nc(N2CCN(C(=O)CCCCCCCCCCNC(=O)[C@@H]([C@H](C)O)n3cc(C)nn3)CC2)n1	103	19	105	1	103	105	98	-6
COc1cccc(C(=O)Nc2cc3c4c(c2)CC(=O)N4CCC3)c1	103	-4	116	0	.	105	109	-12
CCN(CC)S(=O)(=O)c1cccc(C(=O)NC(C(=O)NC2=NCCS2)C(C)C)c1 (stereo not drawn)	95	-5	98	0	91	93	91	-36
CSc1ccc(S(=O)(=O)NCC(=O)OC2CCOC2=O)cc1[N+](=O)[O-] (stereo not drawn)	104	7	109	3	102	107	105	35
COCCn1nnnc1C(C(C)C)N1CCC(Cc2ccccc2)CC1 (stereo not drawn)	99	8	103	0	96	96	97	-1
CC(NC(=O)c1cccs1)C(S)c1ccccc1 (stereo not drawn)	113	19	105	1	110	102	112	-3
COc1ccc(C(CC(=O)O)NC(=O)COc2ccccc2)cc1 (stereo not drawn)	105	6	105	0	103	100	100	-22
O=C(O)CN1C(=O)C(=O)N(Cc2ccc(Cl)cc2Cl)C1=O	106	-490	110	3	102	98	112	11
O=C(CCCNS(=O)(=O)c1cccs1)N1CCN(c2ccc(F)cc2)CC1	106	14	103	0	100	104	90	-2
COC(=O)/C=C1/SC(=NC(=O)c2ccccc2)NC1=O	99	-18	106	1	98	92	102	-7
COc1ccc(C(=O)Nc2ccc(S(=O)(=O)Nc3cnc4ccccc4n3)cc2)cc1	109	6	101	0	107	106	100	-8
COc1ccc(N2CCC(CNC(=O)Nc3ccc(OC)cc3OC)C2)cc1 (stereo not drawn)	106	8	105	1	102	104	99	7
COCCN(CCOC)S(=O)(=O)c1ccc(C(=O)Nc2ccc([N+](=O)[O-])cc2OC)cc1	110	0	108	4	94	111	107	1
COc1ccccc1-n1c2nc3ccccc3nc2c2c(=O)n(-c3cc(C)cc(C)c3)cnc21	105	-5	108	3	103	103	105	-4
Cc1ccc(NCc2nnc3n2CCCCC3)c(C)c1	104	-4	101	4	100	100	105	5
CN(C)Cc1c(C(=O)N/N=C/c2ccco2)nnn1-c1nonc1N	100	16	105	2	100	110	97	-2
N/C(=N/OC(=O)c1ccc(Cl)cc1)c1ncc([N+](=O)[O-])s1	170[may fluoresce violet]	2	21[may fluoresce violet]	0	95[may fluoresce violet]	112[may fluoresce violet]	?	-24
Cc1csc(=O)n1CC(=O)OCC(=O)NNC(=O)c1ccc([N+](=O)[O-])cc1	110	3	101	1	100	106	100	3
O=C(NNC(=O)c1ccccc1Cl)c1cccnc1	107	3	99	1	107	97	107	-7
Cc1nnsc1C(=O)NC(C)C12CC3CC(CC(C3)C1)C2 (stereo not drawn)	111	11	102	2	103	107	96	1
CSc1nc(-c2ccc(C)cc2)nc(C(Cl)Cl)n1	98	23	.	0	98	98	99	-3
C[C@@H]1C[C@H](O)c2cc(Cl)ccc2N1	99	-7	88	1	87	91	94	0
NCC(=O)NNC(=O)OCC1c2ccccc2-c2ccccc21	102	9	102	0	108	91	102	5

Copied from the list.
Entry for NCC(=O)NNC(=O)OCC1c2ccccc2-c2ccccc21 in VLA-4 inh: 9
Entry for CN(C)Cc1c(C(=O)N/N=C/c2ccco2)nnn1-c1nonc1N in MEP2-GFP yeast: 100

Next entries
SMILES	MEP2-GFP yeast	VLA-4 inh	AGP1-GFP MLPCN	GRK2 aptamer HTS	RPL19A-GFP yeast	LAP4 TOR yeast	CIT2 TOR yeast	GASC-1 inh
Cc1ccc2nsnc2c1NC(=O)CCl	94	-1	96	2	98	109	88	17
Cc1ccc2nc3c(cc2c1)c(NC(=O)c1ccccn1)nn3CC(C)C	100	4	101	1	96	103	96	12
Cc1nn(-c2ccccc2)c2c1C(c1c(C)[nH]c(C#N)c1C)C(C#N)=C(N)O2 (stereo not drawn)	109	-7	130	2	100	106	119	?
O=C1c2ccccc2C(=O)N1OCCOCCOCCON1C(=O)c2ccccc2C1=O	93	17	97	4	94	89	.	-25
O=C(CSCc1ccccc1)NNC(=S)Nc1cccc(Cl)c1Cl	102	-7	94	1	95	96	97	-6
COc1ccccc1NS(=O)(=O)c1cccc(C(=O)NCc2ccncc2)c1	99	1	104	0	101	100	105	-25
COC(=O)C(C)Oc1ccc2c(c1)O/C(=C\c1cccc(Br)c1)C2=O (stereo not drawn)	95	8	92	0	100	84	97	-3
CCN(CCCC(=O)c1ccc(F)cc1)CCc1ccccc1	106	14	100	0	106	87	103	1
CCn1nc(C)c(CNC(=O)CCc2nnc(Cc3c[nH]c4ccccc34)o2)c1C	113	-3	130	0	112	109	120	3
CCOC(=O)CCc1c(C)c2ccc(OC3CCCCC3=O)c(C)c2oc1=O (stereo not drawn)	105	-6	94	0	101	91	99	0
CC1CCN(C(=O)CSc2nc(N)cc(N)n2)CC1	103	2	106	0	102	102	102	.
CCOc1ccc(C(=O)NC(=S)Nc2cc(C)ccn2)cc1[N+](=O)[O-]	99	7	103	0	99	109	87	-6
COC(=O)C1=C(CN2CCc3ccccc32)NC(=O)NC1c1cc(C)ccc1C (stereo not drawn)	108	-4	111	0	103	104	108	-25
CCc1ccc(N2CC(C(=O)Nc3cc(C)on3)CC2=O)cc1 (stereo not drawn)	99	-8	92	7	101	90	99	32
O=C(/C=C/c1ccccc1)N1c2ccccc2Sc2ccc(C(F)(F)F)cc21	103	12	103	0	105	105	101	3
CCOC(=O)C1=C(O)C(=O)N(Cc2ccc(C(C)(C)C)cc2)CC1	105	5	98	0	101	92	101	-3
CC(NC(=O)c1ccccc1Cl)C1CC2CCC1C2 (stereo not drawn)	101	10	96	0	101	125	92	14
